# D2 agonist – D2 dopamine receptor (human) agonism. 0.53% of 340,000 active. P14416. HEK293 T-REx D2 cells, calcium flux agonist mode. activation, % at 2 µM;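 active = activation over 3 SD above normal in the single-dose calcium agonist read, cut at about 30% in these data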; also: 0% is about no effect
# Target sequence (P14416 whole entry, looked up): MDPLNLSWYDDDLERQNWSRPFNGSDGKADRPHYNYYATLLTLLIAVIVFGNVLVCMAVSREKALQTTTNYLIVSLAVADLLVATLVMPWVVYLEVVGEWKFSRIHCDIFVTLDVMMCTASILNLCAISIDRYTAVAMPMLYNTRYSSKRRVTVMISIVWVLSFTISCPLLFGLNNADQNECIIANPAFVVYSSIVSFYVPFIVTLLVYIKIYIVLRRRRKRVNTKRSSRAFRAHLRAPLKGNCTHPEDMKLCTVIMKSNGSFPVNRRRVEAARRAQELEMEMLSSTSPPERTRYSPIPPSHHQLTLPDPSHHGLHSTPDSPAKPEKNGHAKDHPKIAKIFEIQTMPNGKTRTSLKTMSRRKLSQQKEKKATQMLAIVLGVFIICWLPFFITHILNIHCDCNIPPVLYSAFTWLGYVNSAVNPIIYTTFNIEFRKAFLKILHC
#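 Tetracycline-induced HEK293 Trex cells with D2 receptor force-coupled to calcium signaling, plated overnight at 30 C and loaded with no-wash calcium dye. Calcium flux read kinetically for 180 s after compound addition; responses flag agonists.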
# D2 PAM – positive allosteric modulators of human D2 dopamine receptor | P14416 | HEK293 T-REx D2, calcium flux, EC20 dopamine potentiation | potentiation, % at 10 µM | 0.34% of 340,000 active | AID 485347;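 active = potentiation over 3 SD above the plate norm, cut at about 30% in these data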; also: 0% is about no effect
#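 Primary screen. Calcium kinetics in induced HEK293 T-REx D2 cells: compound pre-addition 180 s, EC20 dopamine, 180 s more.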
# D1 PAM – human D1 dopamine receptor positive modulation; HEK293 TREx D1 cells, calcium flux, dopamine EC20 potentiation; potentiation, % at 10 µM; 0.036% of 360,000 active; P21728; in the data active = potentiation above about 30%; also: 0% is about no effect
# TRHR enhancer – allosterically enhances the human TRH receptor | P34981 | TRHR cells, fluo-8 calcium fluorescence, EC20 TRH enhancement | enhancement, % at 2 µM | 0.66% of 360,000 active; in the data active = enhancement above about 30%; also: 0% is about no effect
# Target sequence (P34981 whole entry, looked up): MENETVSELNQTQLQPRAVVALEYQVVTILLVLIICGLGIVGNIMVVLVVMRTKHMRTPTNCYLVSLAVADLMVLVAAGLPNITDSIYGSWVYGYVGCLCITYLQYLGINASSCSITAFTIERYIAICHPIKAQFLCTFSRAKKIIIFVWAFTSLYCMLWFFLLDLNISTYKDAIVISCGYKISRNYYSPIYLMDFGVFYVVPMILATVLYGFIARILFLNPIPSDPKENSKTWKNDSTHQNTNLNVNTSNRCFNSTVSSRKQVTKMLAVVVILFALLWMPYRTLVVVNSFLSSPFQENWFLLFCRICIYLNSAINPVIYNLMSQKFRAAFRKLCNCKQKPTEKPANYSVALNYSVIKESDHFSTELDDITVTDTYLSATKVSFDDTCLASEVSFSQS
#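 Enhancer read-out: after compound pinning and an initial kinetic agonist-mode read, an EC20 of TRH (10 nM final) was injected and fluo-8 calcium signal (Ex 480/Em 530) followed at 1 s/cycle for 100 cycles in TRHR-expressing cells.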
# D2 antagonist – D2 dopamine receptor (human) antagonism; inhibition, % at 10 µM; 2% of 340,000 active; P14416; AID 485344; HEK293 TREx D2 cells, calcium flux, dopamine EC80; in the data active = inhibition above about 30%; also: 0% is about no effect
#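 In this primary screen, negative modulation is detected by tracking calcium flux after an EC80 dopamine challenge in inducible HEK293 T-REx D2 cells preexposed to test compound for 180 s.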
# D1 agonist – human D1 receptor agonism; activation, % at 2 µM; HEK293 T-REx D1 cells, calcium flux, agonist mode; P21728; 1% of 360,000 active; AID 504660; also: 0% is about no effect
#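 Agonism was scored from calcium flux recorded over 180 s (1 read/s) after pintool compound addition, following a 10-cycle baseline. Cells were inducible force-coupled HEK293 TREx D1, plated overnight at 30 C and loaded with no-wash calcium dye.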
# D1 antagonist – blocks dopamine activation of the human D1 receptor; P21728; AID 504652; activity change, negative = inhibition, % at 10 µM; HEK293 TREx D1 cells, calcium flux, dopamine EC80; active compounds read low; 3.2% of 360,000 active; in the data active = activity change below about -30%; also: % is scaled to controls: 0 for no effect and ±100 for the full control effect
#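 Cells carrying a force-coupled, tetracycline-inducible human D1 receptor report calcium flux. Each well gets a 10 s baseline, compound with 180 s monitoring, then an EC80 dopamine stimulus with a second 180 s kinetic read.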
# TRHR ag – activates the human TRH receptor. P34981. TRHR cells, calcium flux fluo-8, FDSS agonist mode. activation, % at 2 µM. 0.18% of 360,000 active. AID 493084; also: 0% is about no effect
#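 TRHR-expressing cells loaded with fluo-8 calcium dye; 23 nL library compound pin-transferred, kinetic FDSS fluorescence (Ex 480/Em 530) recorded about 180 s for agonist-induced calcium release, before a 10 nM TRH EC20 addition for potentiator mode.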
# RXFP1 antag – blocks the human relaxin receptor RXFP1 | Q9HBX9 | 0.59% of 350,000 active | AID 1259400 | activity change, negative = inhibition, % at 57.5 µM | HEK293-RXFP1, relaxin-stimulated cAMP HTRF, 30 min; active compounds read low;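 active = activity change of -60% or lower, but not beyond a set lower limit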; also: % is scaled to controls: 0 for no effect and ±100 for the full control effect
# * marks the source's active call; other numbers are inactive results; · = not tested or not shown; & = joins results of further samples. Rule as the data show it, unless noted: active = activation above about 30%; inactive = the rest.
SMILES,D2 agonist,D2 PAM,D1 PAM,TRHR enhancer,D2 antagonist,D1 agonist,D1 antagonist,TRHR ag,RXFP1 antag
CCCCN(C(=O)c1cnc2n(c1=O)CCS2)c1ccccc1,-0.1,1,-4,6,15,-2,-16,-0.3,-1
CCOC(=O)c1cc(C(=O)OCC)cc(-n2c(C)cc(C(=O)CN3CCOCC3)c2C)c1,-0.9,5,-1,1,3,0,-12,-0.1,-2
CCc1noc(C)c1C(=O)NCCc1ccc(Cl)cc1,-0.6,2,2,6,10,3,0,0.0,9
COc1ccc(NC(=O)c2ccccc2Cl)cc1NC(=O)CN1CCOCC1,1.2,0,0,-4,13,-1,14,0.0,0
COc1ccc(-c2ccc(=O)n(CC(=O)Nc3ccc4c(c3)OCCO4)n2)cc1,-0.2,5,-4,4,-3,1,-9,0.1,-1
COC(=O)c1ccc(C(C(=O)NCc2ccccc2)N(Cc2cccs2)C(=O)c2cnccn2)cc1 (stereo not drawn),0.0,0,-4,-2,29,1,-3,-0.3,-8
CCOC(=O)c1cnc2c(C)c(Cl)ccc2c1Nc1ccc(C)cc1C,0.0,7,-1,-1,·,0,-26,-1.2,·
CCOc1ccc(NC(=O)CSc2nc3c(oc4ccccc43)c(=O)n2-c2cc(C)cc(C)c2)cc1,-0.1,-2,-6,-3,·,1,8,0.3,·
COc1cccc(NC(=O)CCN2C(=O)C3CC=CCC3C2=O)c1 (stereo not drawn),-0.3,-6,-3,-1,7,1,5,-0.1,-5
CC(C)(C)C(=O)Oc1ccc2cc(-c3ccc4ccccc4n3)c(=O)oc2c1,0.9,9,11,10,-12,13,8,1.2,·
CC(=O)NC1(c2nnnn2CCOC(=O)Nc2ccc(Cl)cc2)CCCC1,-0.2,·,1,-5,-11,9,0,0.3,-18
COCCNC(=O)c1c(-c2ccccc2)c(-c2ccccc2)nn(C)c1=O,-0.2,0,-3,0,·,1,0,0.1,-6
CC(=O)c1cccc(NC(=O)N2CCCC2C(=O)Nc2ccc3c(c2)OCCO3)c1 (stereo not drawn),-0.5,-7,-2,3,10,1,22,-0.1,1
COC(=O)COc1ccc(S(=O)(=O)Nc2ccccc2SC)cc1,0.2,3,-6,8,22,2,-14,0.2,-2
O=C(NNC(=S)Nc1ccccc1Cl)c1ccccc1Br,0.7,1,2,-2,53*,11,0,0.2,-17
Cn1c(SCC(=O)O)nnc1-c1ccc2ncccc2c1,-0.1,3,4,3,10,3,5,-0.1,·
CN1/C(=C\C(=O)C[n+]2ccc(C(=O)c3ccccc3)cc2)C(C)(C)c2ccccc21,1.6,-3,-9,-7,15,2,-8,1.4,-6
O=C(CCCN1C(=O)/C(=C/c2cccs2)SC1=S)Nc1cccc(C(=O)O)c1,10.0,7,-11,-3,8,1,8,0.0,-1
O=C(COc1ccc2ccccc2c1)N1CCN(C(=O)c2ccc([N+](=O)[O-])cc2)CC1,1.1,-2,1,-17,1,1,1,-0.2,-10
CCOC(=O)c1sc(=NC(=O)c2ccc(C)cc2)n(C)c1C,-0.5,5,2,-5,-7,1,-9,0.0,-17
CCOC(=O)CC(=O)Nc1cc(Cl)ccc1O,0.3,-3,3,-2,7,5,-29,0.2,3
CCCOc1ccc(-c2nonc2NC(=O)COc2ccc(C)cc2)cc1OCCC,1.0,-1,-2,-9,·,4,9,1.5,-4
COc1ccc(CNC(=O)c2n[nH]c3ccccc23)cc1OC,1.3,3,-6,0,0,0,2,0.0,-9
Cc1ccc(OC(=O)c2cc(-c3ccc(Cl)cc3)on2)c(C)c1,0.2,-12,0,-6,·,6,-12,1.7,·
O=C(N/N=C/c1ccc([N+](=O)[O-])cc1)c1cnccn1,1.4,0,3,-2,7,3,1,0.0,9

# The list goes on:
SMILES,D2 agonist,D2 PAM,D1 PAM,TRHR enhancer,D2 antagonist,D1 agonist,D1 antagonist,TRHR ag,RXFP1 antag
CC1CC(C)CN(C(=O)COc2ccc([N+](=O)[O-])cc2Cl)C1 (stereo not drawn),-0.2,22,-2,-6,-9,2,3,-0.4,0
Cc1ccc(-n2nc3c(=O)n(CC(=O)NC(C)C)nc(C)c3c2C)cc1,0.5,2,-2,6,·,1,-35*,-0.7,-5
Cc1cc(C)c2c(N)c(C(=O)c3ccc(Cl)c(Cl)c3)sc2n1,0.0,·,-4,-2,-3,3,-25,0.0,-4
O=C(CSc1nnc(-c2ccco2)o1)Nc1c(F)cccc1F,0.0,-12,-5,-6,-20,1,0,0.5,4
CC(C)C(=O)Nc1ccc2oc(=O)ccc2c1,·,·,0,1,·,1,-13,0.7,-5
CC(C)CCN(C(=O)CNC(=O)c1ccco1)C(C(=O)NC1CCCCC1)c1ccco1 (stereo not drawn),-0.5,-1,1,-7,4,4,-2,-0.3,2
O=C(Nc1ccc2ccccc2c1)c1onc2c1CCCC2,-0.1,10,-5,-5,-22,2,-16,0.1,-6
CCCCC(=O)Nc1cccc2c1C(=O)N(c1ccccc1)C2=O,0.7,-2,-1,-5,7,4,-4,-0.4,-13
CNc1c([N+](=O)[O-])cnn1-c1ccc(Cl)cc1,-1.0,-3,-6,-6,11,1,-15,-0.4,-13
COC(=O)CNC(=O)C12CC3(C)CC(C)(CC(C)(C3)C1)C2,-0.2,-7,-6,-12,2,2,6,3.6,0
CN(CC(=O)NC(=O)NCc1ccccc1)CC(=O)Nc1ccc(Cl)c(C(F)(F)F)c1,-0.4,12,3,7,35*,10,-26,-0.2,-10
O=C(NN=C(Cc1ccccc1)Cc1ccccc1)c1ccc(F)cc1,-0.5,-12,-3,-3,8,1,1,-1.2,-16
CC(C)(C)C(=O)/C=c1\[nH]c(=O)/c(=C\c2ccc(F)cc2)s1,0.0,9,-4,-13,11,1,·,1.6,-7
CCOc1ccccc1N1CC(C(=O)Nc2nccs2)CC1=O (stereo not drawn),0.6,-1,-6,-5,5,1,-2,-0.3,6
CCC(C)(C(=O)NC1CCCCC1)N(Cc1ccco1)C(=O)Cc1cccs1 (stereo not drawn),0.0,-1,-10,-2,25,3,3,0.1,1
CN(C)CCC(=O)c1ccc(F)cc1,0.8,7,1,-1,6,0,12,0.5,6
O=S(=O)(CCc1nc2ccccc2o1)c1ccc(Cl)c(Cl)c1,-0.2,-5,14,-3,5,2,22,0.0,-12
O=C(Nc1nnc(-c2ccc(F)cc2)o1)C1CCCN1S(=O)(=O)c1cccs1 (stereo not drawn),-0.5,1,4,0,-2,1,18,0.0,-21
CCOc1ccc(CNC(=O)c2ccc(Sc3ccc(Cl)cc3)c(NC(C)=O)c2)cc1OC,0.4,19&13,-2&-5,1&5,0,-2&6,23&-6,-0.1&0.1,-9&33
Cc1cccc(S(=O)(=O)c2cn(Cc3ccccc3)c3cc(N4CCCCC4C)c(F)cc3c2=O)c1 (stereo not drawn),0.4,-8,-3,15,·,3,-6,0.3,-5
Cc1nc2nc(NCc3cccc(Cl)c3)[nH]n2c(=O)c1Cc1ccccc1,·,-2,1,-3,·,1,-6,0.5,-23
Cc1cc(C)cc(NC(=O)CCC(=O)Nc2nnc(C(F)(F)F)s2)c1,0.0,8,0,-4,14,0,-7,0.5,2
O=C(Oc1ccc(F)cc1)c1nc(SCc2ccccc2F)ncc1Cl,-0.9,11,0,-6,·,6,6,-0.3,-4
Cc1nn(Cc2c(F)c(F)c(F)c(F)c2F)c(C)c1NC(=O)c1cccc(COc2ccccc2Cl)c1,-0.1,-6,0,-12,9,5,-7,0.2,6
COc1ccc(CCNC(=O)C(=O)NCC2OCCN2C(=O)c2ccc(Cl)cc2)cc1 (stereo not drawn),0.1,3,-3,0,-9,2,16,-0.7,2

# Sorted by count of non-hydrogen atoms (high to low): 9 of the compounds above.
SMILES,D2 agonist,D2 PAM,D1 PAM,TRHR enhancer,D2 antagonist,D1 agonist,D1 antagonist,TRHR ag,RXFP1 antag
Cc1nn(Cc2c(F)c(F)c(F)c(F)c2F)c(C)c1NC(=O)c1cccc(COc2ccccc2Cl)c1,-0.1,-6,0,-12,9,5,-7,0.2,6
COC(=O)c1ccc(C(C(=O)NCc2ccccc2)N(Cc2cccs2)C(=O)c2cnccn2)cc1 (stereo not drawn),0.0,0,-4,-2,29,1,-3,-0.3,-8
CCOc1ccc(CNC(=O)c2ccc(Sc3ccc(Cl)cc3)c(NC(C)=O)c2)cc1OC,0.4,19&13,-2&-5,1&5,0,-2&6,23&-6,-0.1&0.1,-9&33
CCC(C)(C(=O)NC1CCCCC1)N(Cc1ccco1)C(=O)Cc1cccs1 (stereo not drawn),0.0,-1,-10,-2,25,3,3,0.1,1
COCCNC(=O)c1c(-c2ccccc2)c(-c2ccccc2)nn(C)c1=O,-0.2,0,-3,0,·,1,0,0.1,-6
O=C(NN=C(Cc1ccccc1)Cc1ccccc1)c1ccc(F)cc1,-0.5,-12,-3,-3,8,1,1,-1.2,-16
CCOc1ccccc1N1CC(C(=O)Nc2nccs2)CC1=O (stereo not drawn),0.6,-1,-6,-5,5,1,-2,-0.3,6
O=C(N/N=C/c1ccc([N+](=O)[O-])cc1)c1cnccn1,1.4,0,3,-2,7,3,1,0.0,9
CNc1c([N+](=O)[O-])cnn1-c1ccc(Cl)cc1,-1.0,-3,-6,-6,11,1,-15,-0.4,-13

# Going on with the list:
SMILES,D2 agonist,D2 PAM,D1 PAM,TRHR enhancer,D2 antagonist,D1 agonist,D1 antagonist,TRHR ag,RXFP1 antag
COc1ccc(CCNC(=O)CCc2cn(Cc3ccccc3Cl)c3ccccc23)c(OC)c1,0.7,3,-2,-7,·,4,-36*,0.9,-1
CCOC(=O)c1ccccc1NC(=O)c1n[nH]c(=O)c2ccccc12,·,·,6,21,·,0,2,1.7,-1
COc1ccc(CC(C)N2CCN(c3ccccc3OC)CC2)cc1OC (stereo not drawn),22,-25,-8,-7,89*,5,0,0.6,7
Cc1cc2c(cc1S(=O)(=O)N1CCN(c3ccccc3F)CC1)OCC(=O)N2,0.7,13,-1,0,·,1,-11,0.1,0
COc1cc(C(=O)N2CCN(c3ccccc3O)CC2)ccc1OCC(=O)N1CCOCC1,0.4,5,0,-4,-17,3,-4,1.4,3
O=C1Nc2cc(Cl)c(Cl)cc2N(O)N1c1ccc(Cl)c(Cl)c1,-0.1,-7,-4,6,-2,3,-22,0.2,13
Clc1ccc(COc2cccc(CNCc3ccncc3)c2)cc1,-2.3,9,-9,4,-3,10,3,-0.3,-6
Cc1occc1C(=O)NNC(=O)c1ccc(Br)o1,0.2,-12,-3,3,19,0,3,0.5,-5
CCc1nc2ccccc2c(C(=O)OCC(=O)NCc2ccco2)c1C,-2.7,3,-5,5,-17,3,-26,-0.6,-5
COc1ccccc1N1CCN(C(=O)CCn2cnc3onc(-c4ccc(F)cc4)c3c2=O)CC1,-1.4,5,-4,-4,·,1,-4,0.4,-10
CCOc1ncccc1C(=O)OCC(=O)c1ccc(F)cc1,-0.5,2,-2,-3,10,1,9,-0.4,-19
Cc1ccc(-c2cc(-c3ccccc3)c3c(N)c(S(C)(=O)=O)sc3n2)cc1,1.4,-7,2,1,-19,5,-4,1.0,23
c1ccc(Oc2ncnc3sccc23)cc1,-0.5,12,-1,0,5,4,-21,0.2,-7
NS(=O)(=O)c1ccc(CNC(=O)/C=C/c2ccccc2[N+](=O)[O-])cc1,0.5,-8,1,8,3,-1,24,0.6,4
CC(C)(CNC(=O)CNC(=O)C1CCCCC1)N1CCOCC1,-0.1,2,-3,3,-45,0,-6,0.2,0
